TR-FRET SRC-2 ct – TR-FRET artefact, counter-screen to PPARgamma/SRC-2 agonist assay | actives 0.4% (n = 200,000) | TR-FRET ratio at 8 µM | active compounds read high; in the data active = TR-FRET ratio above about 2000; note: inactives centre near 1500
ROMK mod – human ROMK K+ channel modulation, primary screen. P48048. Tet-inducible ROMK, thallium flux fluorescence; actives lie on both sides. B-score at 10 µM. actives 2% (n = 130,000). AID 1918;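 active = signal ratio slope over the read window, or its plate-corrected B-score, at least 3 SD from the plate mean, either direction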;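 note: B-score of the F/F0 ratio slope over 7 to 12 s after thallium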
Target sequence (P48048 whole entry, looked up): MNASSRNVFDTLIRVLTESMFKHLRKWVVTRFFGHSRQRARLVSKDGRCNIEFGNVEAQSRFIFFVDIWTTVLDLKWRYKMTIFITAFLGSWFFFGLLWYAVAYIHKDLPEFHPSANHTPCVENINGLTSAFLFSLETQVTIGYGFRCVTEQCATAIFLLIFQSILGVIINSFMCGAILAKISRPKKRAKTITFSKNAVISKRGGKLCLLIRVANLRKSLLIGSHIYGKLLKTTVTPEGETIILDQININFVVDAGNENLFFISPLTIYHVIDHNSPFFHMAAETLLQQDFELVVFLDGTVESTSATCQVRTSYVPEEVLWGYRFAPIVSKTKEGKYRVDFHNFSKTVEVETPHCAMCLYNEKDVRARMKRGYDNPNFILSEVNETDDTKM
RAM inhibit – inhibitors of the yeast RAM network. actives 1.8% (n = 190,000). AID 868. inhibition, % at 50 µM. S. cerevisiae dse1pr::URA3 reporter, 5-FOA growth OD615, 2 d; analog-sensitive cbk1-as2 kinase mutant strain;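 active = inhibition above a set limit, 3 SD over mean compound inhibition, cut at about 8.4% in these data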;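 note: 0% = DMSO-only wells with no growth and 100% = 10 µM 1-NA-PP1 full growth; inhibition rescues growth on 5-FOA so higher OD means more RAM inhibition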
PPARg SRC-3 ag – PPARgamma-driven SRC-3 recruitment agonism. P37231. biochemical PPARgamma/SRC-3 coactivator recruitment assay. activation, % at 8 µM. actives 0.26% (n = 200,000). AID 731; in the data active = activation above about 23%;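 note: 0% = DMSO and 100% = reference agonist; some compounds past the cut are filed as inactive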
TLR4 MyD88 comp – TLR4-MyD88 interaction inhibition in cells | O00206+Q99836 | HeLa CL3-4 TLR4/MyD88 BLA complementation, FRET ratio | inhibition, % at 8.4 µM | actives 0.18% (n = 200,000) | AID 861; in the data active = inhibition above about 25%;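 note: 0% = vehicle and 100% = reference inhibitor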
STAT1 inh – STAT1 signaling inhibition. AID 920. inhibition, % at 5.5 µM. NIH 3T3 STAT1-luciferase reporter, IFN-gamma, luminescence. actives 0.35% (n = 200,000);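 active = inhibition above a set limit, the mean inhibition across all tested compounds plus 3 SD, cut at about 34% in these data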;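 note: 0% = IFN-gamma with DMSO and 100% = IFN-gamma with 300 µM nifuroxazide; values of inactives mirror those of a sister screen read the other way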
STAT3 blocker – reduces IL-6 driven STAT3 reporter signal | actives 0.89% (n = 190,000) | inhibition, % at 5.5 µM | U3A cells, IL-6 STAT3-luciferase reporter, luminescence; host cell line lacks STAT1;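 active = inhibition above the mean inhibition across all screened compounds plus 3 SD, cut at about 44% in these data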;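 note: 0% = DMSO only wells and 100% = 100 µM nifuroxazide control wells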
PPARg SRC-2 ag – PPARgamma-driven SRC-2 recruitment agonism. actives 0.34% (n = 200,000). AID 1032. activation, % at 8 µM. PPARgamma LBD-SRC-2 recruitment, biochemical; in the data active = activation above about 22%;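 note: 0% = vehicle and 100% = reference agonist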
PPARg SRC1 recr – promotes SRC-1 coactivator recruitment by human PPARgamma. P37231. PPARgamma-SRC-1 coactivator recruitment biochemical assay. activation, % at 8 µM. actives 0.41% (n = 200,000). AID 631; in the data active = activation above about 19%;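 note: 0% = DMSO and 100% = reference agonist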
STAT3 act – increases IL-6 driven STAT3 reporter signal; activation (% of control), % at 5.6 µM; AID 871; U3A cells, IL-6 STAT3-luciferase reporter, luminescence; 100% = signal with IL-6 EC80 alone; actives 0.91% (n = 190,000);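 active = activation above the screen-wide mean of compound activation plus 3 SD, cut at about 130% in these data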;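 note: 0% = background luminescence of wells with medium and substrate only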
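Material: human STAT1-deficient U3A cells with stable STAT3-luciferase reporter / Probe or stimulus: IL-6 stimulus at 33 ng/mL final / Schedule: 1 h compound pre-exposure, 6 h IL-6 stimulation, 37 °C / Technique: luminescence / Read-out basis: percent of IL-6-only median luminescence / Control set: IL-6-only high control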
S1P3 antag – S1P3 (human) receptor antagonism; Q99500; CHO S1P3 NFAT-BLA reporter, FRET fluorescence, antagonist mode; inhibition, % at 4.98 µM; actives 0.27% (n = 170,000); AID 485;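 active = inhibition above the plate cutoff, the mean inhibition of test wells on that plate plus 3 SD, cut at about 28% in these data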;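 note: cells challenged with S1P at its EC80 of 0.8 µM; blue over green emission ratio from cleaved BLA substrate after 4 h stimulation; 0% = S1P-stimulated wells and 100% = unstimulated DMSO-only wells; some compounds past the cut are filed as inactive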
Target sequence (Q99500 whole entry, looked up): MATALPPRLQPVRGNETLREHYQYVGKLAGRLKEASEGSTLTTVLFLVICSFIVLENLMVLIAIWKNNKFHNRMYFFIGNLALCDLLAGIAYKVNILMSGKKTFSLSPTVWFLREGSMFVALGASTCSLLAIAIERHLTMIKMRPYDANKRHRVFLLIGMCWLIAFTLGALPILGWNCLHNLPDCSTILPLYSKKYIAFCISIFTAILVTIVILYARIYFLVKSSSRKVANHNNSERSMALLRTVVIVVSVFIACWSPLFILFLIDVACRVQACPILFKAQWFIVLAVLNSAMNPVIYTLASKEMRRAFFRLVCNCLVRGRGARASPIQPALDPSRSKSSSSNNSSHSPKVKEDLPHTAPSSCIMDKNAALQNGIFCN
* hit, by the source's call; x = no result given.

A first look, two compounds:
1: CCOC(=O)c1sc2nc(C)n(N)c(=O)c2c1C
2: O=C(COC(=O)Cn1cnc2ccccc2c1=O)NCC12CC3CC(CC(C3)C1)C2
entry no. | 1 | 2
TR-FRET SRC-2 ct | 1780 | 1705
ROMK mod | 1.46 | 0.0234
RAM inhibit | 0.9 | 0.1
PPARg SRC-3 ag | 6.1 | 3.9
TLR4 MyD88 comp | 3.1 | 4.1
STAT1 inh | -5.7 | 7.8
STAT3 blocker | 19.9 | -6.5
PPARg SRC-2 ag | 5.8 | 12.6
PPARg SRC1 recr | 8.7 | -3.0
STAT3 act | 84.4 | 103.1
S1P3 antag | -0.9 | -3.5

Main list, from the first entry:
1: CCOC(=O)c1sc2nc(C)n(N)c(=O)c2c1C
2: O=C(COC(=O)Cn1cnc2ccccc2c1=O)NCC12CC3CC(CC(C3)C1)C2
3: CSc1nc2ccccc2n1CC(=O)N1CCCCC1
4: CC(=O)N(C)c1nnc(-c2cnccn2)s1
5: Cc1cccc(-c2nnc(SCCC(=O)N3CCOCC3)o2)c1
6: Cc1cccc(NC(=O)CSc2nnc([C@@H]3CCCN3C(=O)OC(C)(C)C)o2)c1C
7: CCOC(=O)c1c(NC(=O)Cn2ccsc2=N)sc(C)c1C
8: CCOC(=O)N1CCN(C(=O)c2ccc(CN(c3ccc(C)c(C)c3)S(C)(=O)=O)cc2)CC1
entry no. | 1 | 2 | 3 | 4 | 5 | 6 | 7 | 8
TR-FRET SRC-2 ct | 1780 | 1705 | 1469 | 1583 | 1699 | 1521 | 1441 | 1760
ROMK mod | 1.46 | 0.0234 | x | x | -0.497 | -0.172 | -1.88 | x
RAM inhibit | 0.9 | 0.1 | -0.3 | -0.4 | 0.4 | -0.3 | 0.7 | 2.5
PPARg SRC-3 ag | 6.1 | 3.9 | -2.6 | 9.8 | -2.6 | 13.3 | -1.7 | -0.9
TLR4 MyD88 comp | 3.1 | 4.1 | 4.5 | -8.9 | 1.8 | -6.7 | -18.8 | -6.9
STAT1 inh | -5.7 | 7.8 | -6.3 | -2.6 | 7.6 | 6.6 | -6.3 | 27.2
STAT3 blocker | 19.9 | -6.5 | 8.3 | 12.1 | 20.5 | -7.0 | -4.4 | 22.0
PPARg SRC-2 ag | 5.8 | 12.6 | -6.2 | 2.2 | -2.2 | 4.9 | -0.5 | 10.0
PPARg SRC1 recr | 8.7 | -3.0 | -8.0 | 4.9 | 3.1 | 1.7 | -7.3 | 6.8
STAT3 act | 84.4 | 103.1 | 102.7 | 93.2 | 85.3 | 108.8 | 106.9 | 84.7
S1P3 antag | -0.9 | -3.5 | 6.4 | x | 3.1 | -2.0 | 5.2 | x

Given with bars between the fields: entries from further up
cpd | mol | TR-FRET SRC-2 ct | ROMK mod | RAM inhibit | PPARg SRC-3 ag | TLR4 MyD88 comp | STAT1 inh | STAT3 blocker | PPARg SRC-2 ag | PPARg SRC1 recr | STAT3 act | S1P3 antag
6 | Cc1cccc(NC(=O)CSc2nnc([C@@H]3CCCN3C(=O)OC(C)(C)C)o2)c1C | 1521 | -0.172 | -0.3 | 13.3 | -6.7 | 6.6 | -7.0 | 4.9 | 1.7 | 108.8 | -2.0
7 | CCOC(=O)c1c(NC(=O)Cn2ccsc2=N)sc(C)c1C | 1441 | -1.88 | 0.7 | -1.7 | -18.8 | -6.3 | -4.4 | -0.5 | -7.3 | 106.9 | 5.2
8 | CCOC(=O)N1CCN(C(=O)c2ccc(CN(c3ccc(C)c(C)c3)S(C)(=O)=O)cc2)CC1 | 1760 | x | 2.5 | -0.9 | -6.9 | 27.2 | 22.0 | 10.0 | 6.8 | 84.7 | x

The list continues.
9: C=Cn1c(C(=O)O)cc(CC)c1-c1ccccc1
10: O=C1CCN(C(=O)c2cccs2)c2ccccc21
11: COc1ccc(CC(=O)Nc2ccc(S(=O)(=O)Nc3ncccn3)cc2)cc1
12: Cc1cc(C)cc(NC(=S)N2CCN(c3ncccn3)CC2)c1
13: O=C(CN1CCCc2ccccc21)Nc1ccc(F)cc1[N+](=O)[O-]
14: O=C(OCCN1C(=O)c2ccccc2C1=O)c1cnccn1
15: CCn1nnnc1SCC(=O)Nc1ccc2c(c1)OCCO2
16: Cc1sc2nc(SCC(=O)OC(C)C)n(C)c(=O)c2c1C
entry no. | 9 | 10 | 11 | 12 | 13 | 14 | 15 | 16
TR-FRET SRC-2 ct | 1522 | 1516 | 1817 | 1497 | 1675 | 1734 | 1423 | 1612
ROMK mod | x | -0.171 | 1.24 | x | -0.0261 | x | x | 0.177
RAM inhibit | -0.4 | -0.3 | 1.1 | 2.5 | 2.1 | 1.6 | 2.8 | 1.0
PPARg SRC-3 ag | 8.3 | -0.6 | 13.6 | -0.1 | 5.6 | 12.2 | 2.9 | 1.7
TLR4 MyD88 comp | -7.8 | -4.5 | 0.9 | -6.4 | -8.7 | -19.2 | 8.0 | -17.9
STAT1 inh | 6.2 | 8.8 | 3.8 | 2.3 | 0.6 | -6.0 | -39.1 | -3.1
STAT3 blocker | 9.2 | -10.0 | 0.3 | -4.4 | 6.5 | 5.2 | -15.7 | 21.1
PPARg SRC-2 ag | 2.7 | 6.3 | 6.8 | -2.8 | 0.1 | 3.9 | -5.9 | -0.2
PPARg SRC1 recr | 1.3 | -1.9 | 2.8 | -1.2 | 3.0 | 6.3 | -6.8 | -8.1
STAT3 act | 95.5 | 105.9 | 105.0 | 99.4 | 103.7 | 99.7 | 116.5 | 88.3
S1P3 antag | -38.4 | 5.0 | x | -6.8 | -2.4 | -31.6 | x | x

17: Cc1cc(/C=C\c2nc(O)c([N+](=O)[O-])c(=O)[nH]2)c(C)n1-c1ccccc1
18: Cc1oc(-c2cccc(F)c2)nc1CN1CCCCC1CCn1cccn1 (stereo unspecified)
19: CCOc1ccc2nc(NC(=O)C3=NN(c4ccccc4)C(=O)CC3)sc2c1
20: COc1cccc(C(=O)Nc2cc3c(cc2Br)OCCCO3)c1
21: Cc1ccc(S(=O)(=O)N2CCN(c3cnn(C)c(=O)c3Cl)CC2)cc1
22: N=c1sccn1CC(=O)N1N=C(c2ccc(Cl)cc2)CC1c1ccco1 (stereo unspecified)
23: COC(=O)c1sccc1NC(=O)Nc1cc(C)ccc1C
24: CCOc1ccc(CNc2ccc3c(c2)nc(C)n3C)cc1
entry no. | 17 | 18 | 19 | 20 | 21 | 22 | 23 | 24
TR-FRET SRC-2 ct | 1607 | 1479 | 1645 | 1545 | 1484 | 1556 | 1405 | 1506
ROMK mod | -0.0987 | -0.938 | -0.419 | 0.231 | 0.206 | -3.18* | x | x
RAM inhibit | 8.7* | 0.5 | 1.6 | 1.8 | 2.6 | -0.7 | 2.6 | 0.1
PPARg SRC-3 ag | 4.6 | -6.2 | 2.3 | 1.9 | -2.4 | 4.9 | -2.8 | 3.9
TLR4 MyD88 comp | 5.1 | 7.8 | -3.7 | 5.1 | -13.1 | -8.4 | -18.4 | 5.7
STAT1 inh | -4.6 | -3.5 | -8.3 | -46.5 | -2.9 | -2.7 | 9.1 | -7.5
STAT3 blocker | 7.8 | 5.0 | 25.7 | 4.2 | 12.9 | 4.8 | 2.8 | 6.1
PPARg SRC-2 ag | 11.8 | -2.3 | 7.5 | -3.9 | -1.9 | -2.0 | -2.7 | 4.7
PPARg SRC1 recr | 5.5 | 3.0 | 2.4 | 1.1 | -4.9 | 0.4 | 1.8 | 3.9
STAT3 act | 96.5 | 100.7 | 81.2 | 99.7 | 97.5 | 97.8 | 102.0 | 98.3
S1P3 antag | -17.5 | -4.3 | 0.6 | 5.6 | -0.8 | -5.2 | 0.1 | 3.8

From PubChem
